Compound activity: PubChem BioAssay, several laboratories
FID counter – displaces DNA intercalator in HCV helicase counter-screen | DNA fluorescent intercalator displacement, fluorescence | hit rate 0.17% among 290,000 | inhibition, % at 7.9 µM; in the data active means inhibition above about 37%;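 further: 0% = vehicle and 100% = reference compound; higher means more ethidium bromide displaced from hairpin DNA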
NALP1 inh – blocks the NALP1 inflammasome reconstituted in yeast; S. cerevisiae NALP1/ASC/caspase-1 growth, X-gal OD620, 72 h; inhibition, % at 10 µM; hit rate 0.61% among 280,000; in the data active means inhibition mostly above about 24%, no sharp cut-off; inactive means mostly below about 32%; further: some compounds called inactive have numbers as strong as hits
VIM-2 inhibitor – inhibitors of Pseudomonas aeruginosa VIM-2 metallo-beta-lactamase. hit rate 0.89% among 290,000. purified VIM-2, nitrocefin hydrolysis, epi-absorbance fluorescence. AID 1527. inhibition, % at 5.6 µM;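 active means inhibition above the mean of all tested compounds plus 3 SD, cutoff set per screening run, cut at about 7.5% in these data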;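 further: red hydrolysis product quenches plate fluorescence so inhibitors raise well fluorescence; 0% = enzyme with DMSO and 100% = DMSO without enzyme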
PfM18AAP inh – blocks P. falciparum M18 aspartyl aminopeptidase; hit rate 1.2% among 290,000; AID 1822; inhibition, % at 7.35 µM; recombinant PfM18AAP, H-Glu-NHMec fluorogenic cleavage;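 active means inhibition above the campaign mean inhibition over all tested compounds plus 3 SD, cut at about 28% in these data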;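 further: 0% = plate median of test compound wells and 100% = 2 mM ZnCl2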
MEKK2mut PB1 HTS – signal of MEK5 binding to mutant human MEKK2 PB1 domain; bead flow cytometry, Alexa488-MEK5 binding to MEKK2 mutant; percent response, % at 10 µM; hit rate 0.35% among 290,000; AID 1530; in the data active means percent response above about 24%, passing the limit was not always enough; further: inactives centre near 1; some results filed as inactive read as strong as hits
IMP-1 inhibitor – blocks Pseudomonas aeruginosa IMP-1 metallo-beta-lactamase. purified IMP-1, nitrocefin hydrolysis, epi-absorbance fluorescence. inhibition, % at 5.6 µM. hit rate 0.45% among 290,000;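 active means inhibition above the mean plus 3 SD of all compounds in the same screening run, cut at about 4.5% in these data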;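 further: 0% = IMP-1 with DMSO and 100% = DMSO wells lacking enzyme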
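System: Purified recombinant IMP-1 metallo-beta-lactamase enzyme | Measured by: Fluorescence quenching readout, ex 480/em 530 nm | Replication: Singlicate | Incubation: 15 min preincubation plus 25 min reaction at 25 °C | Evaluation: Percent inhibition from optical density relative to buffer-blank wells | Benchmarks: DMSO with and without IMP-1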
MEKK2 WT-MEK5 – raises or lowers MEK5 binding to wildtype human MEKK2 PB1 domain; Q9Y2U5; bead flow cytometry, Alexa488-MEK5 binding to MEKK2 WT; actives lie on both sides; binding response (% of control), % at 10 µM; hit rate 1.1% among 290,000; in the data active means binding response below about 67% or above about 130%
SUMO HTRF inh – SUMOylation inhibition. P63279. HTRF SUMOylation assay, SAE1/SAE2 + UBC9, in vitro. inhibition, % at 35 µM. hit rate 0.36% among 290,000; in the data active means inhibition above about 50%, passing the limit was not always enough; further: strong numbers were not always called active
Target sequence (P63279 whole entry, looked up): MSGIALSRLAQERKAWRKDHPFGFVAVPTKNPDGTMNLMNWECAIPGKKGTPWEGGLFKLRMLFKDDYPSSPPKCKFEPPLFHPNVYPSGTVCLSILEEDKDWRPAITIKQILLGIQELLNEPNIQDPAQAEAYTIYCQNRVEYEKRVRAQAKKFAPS
HCV NS3 hel inh – inhibitors of Hepatitis C virus NS3 helicase | NS3 helicase DNA unwinding, Cy5 molecular beacon fluorescence | inhibition, % at 10.9 µM | hit rate 0.56% among 290,000 | AID 1800;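 active means inhibition above the mean of all tested compounds plus 3 SD, set per campaign, cut at about 35% in these data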;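 further: 0% = DMSO wells and 100% = thioflavine S control wells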
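Compound dosing – single dose, 10.9 µM nominal final, DMSO 0.8% final · System – NS3 helicase fragment of HCV · Buffer or medium – MOPS pH 6.5, MgCl2, DTT, Tween20, BSA · Signal – Cy5 beacon fluorescence read at start and 1 h · Also added – annealed dual-labelled DNA beacon duplex, ATP-started · Schedule – 1 h at 25 °C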
* hit, by the source's call; · = no result given.

No.	SMILES	FID counter	NALP1 inh	VIM-2 inhibitor	PfM18AAP inh	MEKK2mut PB1 HTS	IMP-1 inhibitor	MEKK2 WT-MEK5	SUMO HTRF inh	HCV NS3 hel inh
1	COc1ccc(C2=NOC(C(=O)Nc3cccnc3)C2)cc1 (stereo not drawn)	-5	10	-0.8	-9	-3	-2.1	90	-6	-2
2	CCOC(=O)/C(=N\Nc1ccccc1Cl)N1CC(C)OC(C)C1 (stereo not drawn)	-7	·	-0.1	2	1	-1.9	103	-35	-6
3	CCN(Cc1ccc(OC)c(F)c1)C(=O)C1CCCO1 (stereo not drawn)	-3	1	0.8	-4	-1	-2.4	102	1	3
4	COc1cccc(C(c2sc3nc(C)nn3c2O)N2CCN(c3ccccc3F)CC2)c1 (stereo not drawn)	-31	12	-0.7	-12	6	-1.6	104	-9	-14
5	CCc1noc(C)c1C(=O)N1CCN(S(=O)(=O)c2cc(C)ccc2C)CC1	-22	17	-1.5	-7	6	-3.1	105	0	0
6	COc1ccc(N2C(=O)CC(N3CCN(C4CCc5ccccc5C4)CC3)C2=O)cc1 (stereo not drawn)	4	-3	-4.0	-5	-1	-1.0	102	-2	5
7	COc1cc(NC(=O)CCc2nnc3ccc(N4CCOCC4)nn23)cc(OC)c1OC	-37	-1	0.0	3	-10	-1.4	93	0	8
8	CCOC(=O)C1(CCCc2ccccc2)CCN(C(=O)CCc2cnccn2)CC1	-42	6	-1.1	17	1	-3.1	99	-11	11
9	COc1ccc(NS(=O)(=O)c2cccc3nsnc23)cc1OC	-1	2	-0.8	8	-1	-1.0	89	19	5
10	CCOC(=O)CNC(=O)c1sc(NC(=O)/C=C/c2ccccc2)nc1C	-8	·	0.1	-6	0	-0.2	105	11	-4
11	COC(=O)c1ccccc1NC(=O)C1CC(c2ccccc2O)=NO1 (stereo not drawn)	-5	14	-0.6	-5	3	-2.1	105	2	3
12	CCOc1cc(/C=C2\C(=O)N(c3ccc(C(N)=O)cc3)N=C2C)ccc1OC(=O)c1cccs1	-6	-18	-2.6	6	8	-0.4	98	83	2
13	CC(Sc1ccccc1)C(=O)N(CCC#N)Cc1cccnc1 (stereo not drawn)	-5	24	-5.0	-9	-9	-2.2	103	4	7
14	c1ccc(-c2csc(NC3=NCCCCC3)n2)cc1	5	·	-4.0	3	23	-1.4	127	-3	-8
15	OC(c1nnc(-c2ccccc2)o1)c1cccs1 (stereo not drawn)	-8	-5	-0.6	-1	-13	-2.2	84	0	-3
16	O=C(CCSc1ccccc1)Nc1ncccn1	-3	32	-2.0	0	2	-1.2	100	3	5
17	CCOC(=O)c1ccccc1NC(=S)N1CC(C)CC(C)C1 (stereo not drawn)	-10	27	-5.5	-11	11	-4.8	105	-4	12
18	Cc1ccc(/C=N/NC(=S)N2CCOCC2)cc1	-2	33	-4.1	40*	0	-4.7	113	2	5
19	COc1ccc(Nc2nc(-c3ccc4c(c3)NC(=O)CO4)cs2)cc1	-4	-1	3.1	9	-4	-0.2	93	-16	-8
20	CCCS(=O)(=O)N1CCN(C2CCC(C)CC2)CC1 (stereo not drawn)	7	21	-8.2	4	-3	-1.4	95	30	3
21	Cc1cc(C)cc(NC(=O)C2CCN(c3nc(C)cc(C)n3)CC2)c1	-1	13	-2.6	0	1	-1.8	97	26	-2
22	Cc1ccc(CN2C(=O)C3CCCN3c3ncccc32)cc1 (stereo not drawn)	-14	6	-0.9	3	5	-1.5	103	13	-12
23	Cc1cc(NCCCn2ccnc2)n2nc(C)c(-c3ccc(Cl)cc3)c2n1	23	-10	50*	9	6	-0.1	120	3	-26
24	CC(C)[C@H](NC(=O)c1ccccc1F)C(=O)NCCc1ccccc1	-16	16	-2.0	4	2	-2.3	94	28	-4
25	CC(C)(C)c1ccc(S(=O)(=O)n2c(CN3CCOCC3)nc3ccccc32)cc1	-2	16	-5.1	10	6	-1.3	120	12	-1

Brought forward from above: 3 compounds, followed by the next part.
No.	SMILES	FID counter	NALP1 inh	VIM-2 inhibitor	PfM18AAP inh	MEKK2mut PB1 HTS	IMP-1 inhibitor	MEKK2 WT-MEK5	SUMO HTRF inh	HCV NS3 hel inh
23	Cc1cc(NCCCn2ccnc2)n2nc(C)c(-c3ccc(Cl)cc3)c2n1	23	-10	50*	9	6	-0.1	120	3	-26
24	CC(C)[C@H](NC(=O)c1ccccc1F)C(=O)NCCc1ccccc1	-16	16	-2.0	4	2	-2.3	94	28	-4
25	CC(C)(C)c1ccc(S(=O)(=O)n2c(CN3CCOCC3)nc3ccccc32)cc1	-2	16	-5.1	10	6	-1.3	120	12	-1
26	CC(=O)c1ccc(N2C(=O)C3C(C2=O)C(C(=O)c2ccc(Cl)cc2)N2CCCC32)cc1 (stereo not drawn)	-19	2	-7.0	-2	12	-3.4	108	26	19
27	CCCCN1CC(O)=C(c2nc3ccccc3s2)C1=N	-2	-9	-1.2	1	-3	-1.4	94	18	-7
28	O=C(O)CC1C(=O)NCCN1C/C=C/c1ccccc1 (stereo not drawn)	-3	22	0.9	-4	10	-3.5	105	7	0
29	COC(=O)c1c(NC(=O)CCCC(=O)O)sc(C)c1C	-14	-7	-0.8	13	2	-2.8	103	-5	-1
30	CCC(C(=O)NC1CCCCC1)n1nc(C)c2c(C)n(-c3ccccc3)nc2c1=O (stereo not drawn)	-40	3	0.6	4	-4	-3.8	92	1	7
31	Cc1ccc(C2NC(=O)NC(O)(C(F)(F)F)C2C(=O)c2ccccc2)o1 (stereo not drawn)	-9	-118	-2.1	10	6	-0.6	108	6	20
32	Cn1c(=O)c2c(O)c(C=Nc3ccc(F)cc3)c(=O)n(C)c2n(C)c1=O	-2	-1	-0.9	-1	-4	-0.3	102	14	-2
33	CC1CCN(CC(=O)Nc2cccc(Cl)c2)CC1	5	6	-0.6	1	2	-1.1	106	-4	3
34	Cc1ccc2nc(-c3cccc(NC(=O)c4ccc5c(c4)OCCO5)c3)oc2c1	5	11	-0.3	0	-2	-1.1	98	18	-2
35	Cc1cccc(-c2ccc(C=Nc3c(C)n(C)n(-c4ccccc4)c3=O)o2)c1	-10	10	-0.1	-10	0	-1.9	99	-20	-3
36	COc1cc(NC(=O)CCn2c(=O)oc3ccccc32)cc(OC)c1OC	-17	11	-1.5	-2	-8	-0.5	96	-12	0
37	CCn1c(SCC(=O)N2CCCC2)nc2ccccc21	-16	2	-6.7	1	-2	-7.2	104	4	2
38	COc1ccc2nc(SCC(=O)Nc3ccccc3C#N)[nH]c2c1	4	-8	-1.0	5	-7	-0.5	94	23	3
39	O=C(CNC(=O)Cc1ccccc1)NCC(=O)N1CCN(C(c2ccccc2)c2ccccc2)CC1	-48	·	-2.6	-7	1	-7.7	98	-3	7
40	O=C1CC(c2ccccc2)Cc2nc3ncnn3cc21 (stereo not drawn)	-7	21	1.8	28*	2	-2.3	99	18	1
41	CCNS(=O)(=O)c1ccc(NC(=O)Nc2cc(C)ccc2OC)cc1	-12	-4	-1.4	-3	0	-1.9	102	7	-5
42	COc1ccc(S(=O)(=O)N2CCSC2c2ccc(N)cc2)cc1 (stereo not drawn)	-7	-14	0.0	-4	0	-1.3	96	0	-2
43	CS(=O)(=O)N(CCC#N)Cc1ccco1	0	-2	-0.9	0	3	-1.8	107	10	0
44	CCC1CCCCN1C(=O)c1sc2ncnc(N(CC)CC)c2c1C (stereo not drawn)	-41	12	-3.3	-5	0	-2.8	96	15	2
45	CN(C)S(=O)(=O)c1ccc(N2CCN(S(=O)(=O)c3ccc(F)cc3)CC2)c(Cl)c1	-7	-3	-1.2	-3	6	-0.5	104	12	-11
46	Cc1cc2c(n1-c1ccc(C(=O)O)cc1)CCCCC2	-29	-1	0.5	23	-1	-2.1	100	20	54*
47	O=[N+]([O-])/C=C\c1ccc(N2CCCC2)c(F)c1	-1	-2	4.7	4	-19	3.0	68	4	4
48	Cc1cc(S(=O)(=O)NC2CCCCC2)ccc1OCC(=O)NCc1ccccn1	-31	2	-3.6	-5	2	-3.7	101	-10	6
49	CCn1c(C(C)NC(=O)c2ccccc2C)n[nH]c1=S (stereo not drawn)	-5	12	-2.9	7	3	-3.3	105	0	4
50	Oc1ccccc1/C=N/NC(=S)NCCc1ccccc1	-12	4	-1.8	29*	4	-2.3	94	-6	16
51	O=c1c([N+](=O)[O-])cccn1Cc1cccc(Cl)c1	2	0	-3.4	-2	-11	-0.8	90	6	1
52	CCOc1ccc(Nc2nc(N)nc(CN3CCN(c4ccccc4F)CC3)n2)cc1	-7	2	-4.0	-12	-4	-2.5	105	15	-13
53	CCCCN(CC)CCCNC(=O)c1cc2c(-c3ccc(OC)c(OC)c3)nn(C)c2s1	29	11	13*	-9	23	-3.7	135*	19	-53
54	O=S(=O)(NCCc1csc(-c2cccnc2)n1)c1ccc(Cl)s1	-16	-6	1.4	-13	7	-2.9	113	16	-15
55	CC(C)CCOc1ccc(C2(C)NC(=O)N(CN3CCOCC3)C2=O)cc1 (stereo not drawn)	-9	-5	-1.2	3	·	-3.9	·	10	3
56	CCOC(=O)C1=C(C)Nc2nnnn2C1c1ccc(OC)c(Br)c1 (stereo not drawn)	-13	20	0.6	-14	8	-1.9	120	-6	-10
57	COc1ccc(-c2nc(=S)[nH][nH]2)cc1OC	-2	-14	-3.1	22	1	-4.0	105	14	-6
58	O=C1CC(N2CCC(c3nc4ccccc4s3)CC2)C(=O)N1Cc1ccccc1 (stereo not drawn)	-37	-14	-3.7	-116	1	-2.4	101	13	-3
59	CCc1ccccc1N(CC(=O)NC1CCCCC1)C(=O)CCC(=O)Nc1ccccn1	-36	14	-3.7	0	-3	-1.9	100	-9	-18
60	CC(/C=N/NC(=O)c1cc(-c2ccc(C)o2)[nH]n1)=C\c1ccccc1	-1	27	-4.3	2	25	-6.5	106	18	7
61	CC1(c2ccccc2)NC(=O)N(CC(=O)Nc2cc(S(=O)(=O)N3CCOCC3)ccc2Cl)C1=O (stereo not drawn)	-18	-8	0.3	1	0	-1.5	107	-11	3
62	Cc1nc2ccccc2cc1C(=O)N(C)Cc1ccccc1	-16	10	1.0	1	-2	-1.2	101	-3	2
63	O=C(Nc1ccccc1)N1N=CCC1c1ccccc1 (stereo not drawn)	-3	4	-0.7	3	7	-1.4	106	6	3
64	CCOC(=O)C1CCCN(C(=O)c2ccc3nc(-c4cccc(OC)c4)oc3c2)C1 (stereo not drawn)	-63	8	-1.7	3	4	-5.0	100	-4	-8
65	O=S(=O)(Nc1nc2c(s1)CCCC2)c1ccc(F)cc1	-8	25	-3.3	7	4	-2.0	100	12	3
66	Cc1cc(C)n(C(C)CC(=O)N2CCc3ccccc32)n1 (stereo not drawn)	-23	14	1.3	11	-1	1.0	98	-8	2
67	CCN(C(=O)c1cc2ccccc2oc1=O)c1ccccc1	-7	-1	-0.1	2	6	-2.1	99	-14	-1
68	Cc1nc2ccccc2c2oc(C(=O)N3CCc4ccccc4C3)cc12	-32	-18	4.2	7	3	-4.3	102	-11	4
69	O=C(CCc1cn2ccccc2n1)NC1CCCc2c1cnn2-c1ccccc1F (stereo not drawn)	-9	14	-2.2	3	1	-2.3	96	·	0
